Casp6 inh: blocks human caspase-6 cleavage activity; P55212; purified caspase-6, Z-VEID-R110 cleavage fluorescence; inhibition, % at 12.5 µM; actives 0.53% (n = 350,000); AID 686996;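 active = mean inhibition across replicates at least about 35%, with every replicate also reaching that limit, limit read from the data; inconclusive = only one of the two criteria met; inactive = neither criterion met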;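 note: 0% = median of neutral control wells and 100% = no fluorescence left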
Target sequence (P55212 24-179 limits assumed): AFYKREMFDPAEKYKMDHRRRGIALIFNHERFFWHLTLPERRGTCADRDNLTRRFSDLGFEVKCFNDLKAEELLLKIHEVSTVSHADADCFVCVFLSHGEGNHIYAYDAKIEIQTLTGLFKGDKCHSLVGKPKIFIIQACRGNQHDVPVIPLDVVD
Target sequence (P55212 194-293 limits assumed): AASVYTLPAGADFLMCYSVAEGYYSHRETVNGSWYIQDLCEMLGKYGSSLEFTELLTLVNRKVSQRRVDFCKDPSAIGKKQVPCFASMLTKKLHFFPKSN
ERAP1 HTS inh: blocks human ERAP1 aminopeptidase activity; Q9NZ08; recombinant ERAP1, Leu-AMC fluorescence, 60 min; inhibition, % at 10.7 µM; actives 0.15% (n = 340,000);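 active = mean replicate inhibition of at least 30%, or all replicates individually reaching that 30% level; inactive = mean below 30% and not every replicate reaching it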;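 note: 0% = neutral control wells and 100% = L-leucinethiol positive control wells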
SIRT5 block: blocks human SIRT5 desuccinylation of peptide. Purified SirT5, succinyl-peptide AMC, trypsin-coupled fluorescence. inhibition, % at 15 µM. actives 1.1% (n = 330,000); in the data active = inhibition above about 15%; inconclusive = no clear call, values can overlap the other calls
Target sequence (Q9NXA8 whole entry, looked up): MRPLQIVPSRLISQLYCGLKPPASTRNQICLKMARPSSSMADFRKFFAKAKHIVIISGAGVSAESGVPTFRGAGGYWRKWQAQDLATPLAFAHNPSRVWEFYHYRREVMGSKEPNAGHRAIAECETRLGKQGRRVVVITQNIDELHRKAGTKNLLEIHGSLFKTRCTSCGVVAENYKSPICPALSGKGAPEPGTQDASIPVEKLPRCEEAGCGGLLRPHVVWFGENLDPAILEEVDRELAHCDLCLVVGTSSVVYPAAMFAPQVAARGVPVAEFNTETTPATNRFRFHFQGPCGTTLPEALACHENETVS
ERp5 inh: ERp5 (human) disulfide isomerase inhibition | ERp5 insulin aggregation, absorbance 650 nm, 90 min | AID 651711 | actives 0.05% (n = 350,000) | inhibition, % at 9.99 µM | Q15084;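 active = mean replicate inhibition above about 25%, with every replicate also reaching it, limit read from the data, passing the limit was not always enough; inconclusive = only one of those two criteria met; inactive = neither criterion met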
Target sequence (Q15084 whole entry, looked up): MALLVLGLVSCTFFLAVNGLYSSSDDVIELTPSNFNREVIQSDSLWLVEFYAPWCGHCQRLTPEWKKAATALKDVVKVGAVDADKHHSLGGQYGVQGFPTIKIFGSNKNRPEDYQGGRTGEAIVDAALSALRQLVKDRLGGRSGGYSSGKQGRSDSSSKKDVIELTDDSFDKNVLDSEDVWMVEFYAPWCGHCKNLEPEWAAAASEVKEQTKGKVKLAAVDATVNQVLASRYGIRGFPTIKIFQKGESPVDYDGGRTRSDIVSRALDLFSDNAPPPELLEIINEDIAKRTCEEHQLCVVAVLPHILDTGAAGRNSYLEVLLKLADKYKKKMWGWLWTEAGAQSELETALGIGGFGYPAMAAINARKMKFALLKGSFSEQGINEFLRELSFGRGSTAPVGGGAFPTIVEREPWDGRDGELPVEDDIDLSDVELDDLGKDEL
miR122 inh: miR-122 inhibition in Huh7 cells | Huh7 miR-122 Renilla luciferase sensor, 48 h; neutral wells = 0, positive control = 100 | activation (reporter increase), % at 12.5 µM | actives 0.3% (n = 340,000);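 active = mean replicate activation score at least 90 and every replicate individually at or above 90; inconclusive = only one of the two criteria met; inactive = neither criterion met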;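 note: higher luciferase means less miR-122 activity so hits act as miR-122 inhibitors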
CFTR F508del cor: correctors of CFTR F508del function in bronchial epithelial cells; AID 720511; CFBE cells, YFP halide quenching; stimulated with forskolin plus potentiator P3; % fluorescence drop versus neutral controls; activity (quench increase), % at 7.58 µM; actives 0.36% (n = 350,000);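 active = mean added fluorescence quench of at least 8% versus neutral control, with both replicates also reaching 8%; inconclusive = only one of the mean or replicate conditions met; inactive = mean below 8% and not both replicates reaching 8%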;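 note: cells transiently co-express mutant CFTR-F508del with the halide-sensitive YFP; corrector assay measuring rescue of mutant channel to the surface after 24 h compound exposure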
DENV2 CPE: DENV2-induced cell death inhibition | actives 1.7% (n = 350,000) | AID 651640 | CPE inhibition, % at 9.99 µM | DENV2-infected cells, cytopathic effect rescue, plate reader; in the data active = CPE inhibition above about 20%, passing the limit was not always enough; inconclusive = no clear call, values can overlap the other calls; tested in BHK-21 cells;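 note: 0% = median of neutral control wells and 100% = median of positive control wells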
* hit, by the source's call; ? = inconclusive; nt = not tested or not shown; & = joins results of further samples; ! = a repeat was not active; [ ] = dose if it differs, or a comment.

SMILES	Casp6 inh	ERAP1 HTS inh	SIRT5 block	ERp5 inh	miR122 inh	CFTR F508del cor	DENV2 CPE
CCCCNC(=O)[C@H]1C[C@H]1[C@@H](O)[C@H](CO)NC(=O)[C@H](Cc1ccccc1)NC(=O)OC(C)(C)C	1	-2	2	14	1	0.4	nt
N#CCCN(C(=S)Nc1ccc(Cl)c(Cl)c1)C1CCCCC1	8	3	-2	-1	nt	1.4	9
NC(=O)CC1C(=O)N(c2ccc(F)cc2)C(=O)N1NC(=O)CCc1ccccc1 (stereo not drawn)	-1	nt	-3	-4	-1	-0.1	nt
O=C(NC(NC(=S)Nc1cc(Cl)ccc1Cl)C(Cl)(Cl)Cl)c1ccco1 (stereo not drawn)	0	-15	0	12	11	-2.6	9
Cc1ccc(C)c(N2CCN(C(=O)CCc3nc(-c4ccc(Cl)cc4)no3)CC2)c1	6	1	5	5	-5	0.7	5
CC1(C(=O)Nc2ccc3c(c2)OCO3)CCN1C(=O)C1CCCCC1 (stereo not drawn)	5	7	nt	5	nt	-1.3	-5
CCOC(=O)C1CCCN(C(=O)c2cc(-c3ccco3)nc3ccccc23)C1 (stereo not drawn)	16	0	nt	3	1	-2.8	?
CC(OC(=O)c1ccc(S(=O)(=O)NCc2ccco2)cc1)C(=O)Nc1ncc(Cl)cc1Cl (stereo not drawn)	6	-2	-3	1	nt	nt	1
O=C(C1CCCCC1)N1C[C@H]2[C@@H](c3ccccc31)[C@@H](CO)N2C(=O)c1ccccc1F	3	2	1	-1	40[16.7 µM]	0.5	5
CN(C)C(=O)C[C@@H]1C=C[C@H](NC(=O)C2CC2)[C@H](CO)O1	-1	0	-3	-7	nt	2.8	1
CCOCCCNC(=O)CN1C(=O)COc2ccc(S(=O)(=O)N3CCCCCC3)cc21	-2	-2	0	-4	nt	-0.7	-9
COc1ccc(C#Cc2ccc([C@@H]3[C@H]4CN(C(=O)C5CCOCC5)CC(=O)N4[C@H]3CO)cc2)cc1	2	0	9	-7	nt	-2.6	?
CSc1nsc(SCC(=O)N2CCCCC2)n1	1	-4	2	4	-7	4.6	1
O=C(Nc1ccc(F)cc1)Nc1ccc2c(c1)[C@H]1C[C@H](CC(=O)N3CCOCC3)O[C@H](CO)[C@H]1O2	-2	0	-4	-3	1[16.7 µM]	-2.2	-2
COc1ccccc1NC(=O)CSc1nnc(CSc2nc(C)cc(C)n2)o1	4	-4	0	-3	nt	-2.4	-7
CCn1nc(C)cc1C(=O)N1CCCC(C(=O)c2ccc3ccccc3c2)C1 (stereo not drawn)	2	1	1	-2	1	0.4	0
Cc1cccc(-n2ncc3c2CCCC3NC(=O)CC(F)(F)F)c1C (stereo not drawn)	1	-1	-1	6	nt	0.6	6
N#CC1=C(N)Oc2n[nH]c(-c3cccs3)c2C1c1ccncc1 (stereo not drawn)	3	1	1	1	2	-1.0	0
CCc1noc(C)c1C(=O)NNC(=O)c1ccc(F)cc1	1	2	-4	5	-3	0.8	-3
CCCNC(=O)N1CC2(C1)[C@H](c1ccccc1)[C@@H](CO)N2Cc1cccc(F)c1	-2	-4	0	-1	nt	0.8	4
CC(C)NC(=O)CCCn1cc([N+](=O)[O-])cn1	0	-3	-1	2	-3	-1.1	-3
CC(=O)N(C)C[C@H]1Oc2cc(C#Cc3ccccn3)ccc2S(=O)(=O)N([C@@H](C)CO)C[C@H]1C	3	5	3	0	-13[16.7 µM]	1.7	-15
C[C@H]1CN([C@@H](C)CO)S(=O)(=O)c2ccc(/C=C/c3ccccc3)cc2O[C@H]1CN(C)C(=O)NC1CCCCC1	-6&-4&-1	-5&1&-2	26*!	-5&3&2	4	0.7&4.0&3.9	3&8&6
O=[N+]([O-])c1cccnc1Oc1cccnc1	0	nt	1	2	-9	-1.8	1
O=C(C[C@@H]1C[C@@H]2c3cc(NC(=O)C4CCC4)ccc3O[C@@H]2[C@H](CO)O1)NCc1ccccn1	6	1	-2	1	4[16.7 µM]	-2.0	4
CCN(CC(=O)Nc1c(F)cccc1F)C(=O)C1CC(=O)N(CCc2ccc(OC)c(OC)c2)C1 (stereo not drawn)	2	-2	1	-9	0	4.0	?
Cc1c(NC(=O)C(C)Oc2cccc(F)c2)c(=O)n(-c2ccccc2)n1C (stereo not drawn)	1	1	-4	-4	-5	-1.2	-1
O=S(=O)(Nc1ccccn1)c1ccc(-n2cccn2)cc1	-3	-3	-6	4	19	-3.3	-6
Cc1ccc(CSc2ccc(S(=O)(=O)N3CCCC3)cn2)cc1	3	1	-3	6	-5	-5.6	0
C[C@H]1CN([C@@H](C)CO)C(=O)Cc2cc(NC(=O)C3CCCCC3)ccc2O[C@H]1CN(C)C(=O)Nc1ccc2c(c1)OCO2	1	1	0	2	3[16.7 µM]	-0.2	-5
O=C(C[C@H]1CC[C@@H](NC(=O)CC2CC2)[C@H](CO)O1)NCc1ccc(Cl)cc1	0	7	-1	-1	nt	-2.3	3
NS(=O)(=O)c1ccc(CCNC(=O)COC(=O)/C=C/c2ccc(Cl)cc2)cc1	-8	4	-4	0	nt	2.7	-3
O=C(CSc1nc2c(cnn2-c2cccc(Cl)c2)c(=O)[nH]1)NCCC1=CCCCC1	-3	-1	-10	3	-2	-0.5	1
Nc1cccc(P(=O)(c2ccccc2)c2ccccc2)c1	0	4	-3	-3	-1	-0.5	3
C[C@@H]1CN([C@H](C)CO)C(=O)c2cccc(NC(=O)Nc3ccc(F)cc3)c2O[C@H]1CN(C)C(=O)NC1CCCCC1	0	0	2	-1	-3[16.7 µM]	-2.8	4
CC(=O)Nc1ccc(NC(=O)C(C)OC(=O)c2ccccc2NS(=O)(=O)c2cccs2)cc1 (stereo not drawn)	3	-1	-6	-9	0	-1.8	1
CCCNC(=O)C[C@H]1CC[C@H]2[C@@H](COC[C@@H](O)CN2C(=O)c2ccccn2)O1	1	3	-1	-6	3[16.7 µM]	-0.6	-4
O=C(NC1CCCCC1)N[C@@H]1CC[C@@H](CCNS(=O)(=O)c2ccc(F)cc2)O[C@@H]1CO	4	-1	1	-4	nt	0.7	-3
Cc1ccccc1Nc1nc(N)nc(C)c1Br	-4	-4	nt	4	-7	-3.2	7
O=C(c1ccc(F)cc1)C1CCN(C(=O)Nc2ccccc2Cl)CC1	0	-11	-2	-2	nt	0.5	-1
COc1ccccc1Nc1nn2c(=O)c3ccc(C(=O)N4CCC(C)CC4)cc3nc2s1	-1	0	-1	2	nt	5.4	5
Cc1nc2ccc([N+](=O)[O-])cc2s1	3	3	nt	7	nt	1.2	-3
CC(C)C[C@H](NC(=O)N1CCn2c1nc1ccccc12)C(=O)N1CCCCC1	1	2	0	5	2	-1.9	1
COc1ccc(CNC(=O)CNC(C)c2ccc(F)cc2)cc1 (stereo not drawn)	-3	2	10	1	5	-0.1	-4
C/C=C/c1ccc([C@H]2[C@@H](CO)N(C(=O)COC)[C@@H]2CNC(=O)C2CCC2)cc1	1	0	-7	10	nt	0.7	4
CCOc1cc(N2CCOCC2)c(OCC)cc1NC(C)C(=O)N1CCN(CC)CC1 (stereo not drawn)	70*	6	15*	-4	nt	-0.9	-4
CCCC1NC(=S)N(C2CCCCC2)C1=O (stereo not drawn)	1	0	-1	2	nt	nt	0
C[C@H]1CN([C@@H](C)CO)C(=O)c2cc(NC(=O)c3ccncc3)ccc2O[C@H]1CN(C)C(=O)NC1CCCCC1	-6	-1	0	-1	-4[16.7 µM]	3.3	-15
Cc1ccc(OCC(=O)N/N=C\c2cccs2)c([N+](=O)[O-])c1	5	-2	-1	-3	-1	nt	7
COC(=O)c1ccc(CN2[C@H](C(=O)OC)C[C@@]3(O)[C@@H](O)[C@@H](O)[C@@H](O)C[C@@H]23)cc1	-2	0	nt	2	1	-0.8	-5
Cn1ccnc1SCC(=O)Nc1ccc2c(c1)OCO2	-5	-1	-2	0	nt	3.9	-1
COc1ccc(N(CC(=O)N/N=C/c2ccccc2OC)S(=O)(=O)c2ccccc2)cc1	-1	-4	-5	8	-4	-0.5	4
COc1ccc(C=O)cc1COc1ccc(C)cc1[N+](=O)[O-]	2	-1	-3	-11	-8	nt	nt
Cc1ccc(S(=O)(=O)N2CCC(=O)N(CCOCc3ccc(F)cc3)CC2)cc1	0	nt	nt	-2	-7	-2.8	-1
C[C@@H](CSc1ccc(Br)cc1)CN1CC[C@H](O)CCC1=O	0	nt	nt	12	1	2.0	-7
C[C@@H]1CN([C@@H](C)CO)C(=O)c2cccc(NC(=O)C3CCCCC3)c2O[C@H]1CN(C)Cc1ccc(Cl)c(Cl)c1	-3	0	1	-3	20[16.7 µM]	-3.4	5
O=C(Nc1cccc(S(=O)(=O)N2CCCCCC2)c1)c1ccc(Cl)nc1	-2	-7	0	6	5	-2.3	6
Fc1cccc(Cc2noc(CN3CCOCC3)n2)c1	2	1	-4	0	-6	-0.1	-6
C[C@H]1CCCCO[C@H](CN(C)S(=O)(=O)c2ccc(F)cc2)[C@@H](C)CN([C@@H](C)CO)C(=O)c2cc(NC(=O)Nc3ccc4c(c3)OCO4)ccc2O1	0	1	10	-4	4[16.7 µM]	1.0	1
O=C(c1cccc(Cl)c1)N1CCN(c2ccc(N3CCOCC3)nn2)CC1	3	1	-4	1	nt	4.5	-1
New compounds follow
SMILES	Casp6 inh	ERAP1 HTS inh	SIRT5 block	ERp5 inh	miR122 inh	CFTR F508del cor	DENV2 CPE
O=C(COC(=O)C1CCN(S(=O)(=O)c2cccs2)CC1)c1ccccc1	2	0	1	1	-9	1.4	4
CCOc1ccccc1/C=C(\NC(=O)c1ccccc1)C(=O)NCCC(=O)O	-2	-3	0	3	nt	-0.4	-11
CC(=O)N1C(c2ccccc2O)C[C@]2(C)CC(=O)NC12 (stereo partly drawn)	0	0	-1	-1	0	0.7	5
O=C(/C=C/c1ccc(O)cc1)c1ccc(NC2=C(N3CCCCC3)C(=O)c3ccccc3C2=O)cc1	3	0	4	4	-4	-3.4	?
C[C@H](CO)N1C[C@H](C)[C@@H](CN(C)C(=O)CCC(F)(F)F)OCCCC[C@H](C)Oc2ccc(NS(=O)(=O)c3cccs3)cc2C1=O	nt	nt	nt	nt	-6[16.7 µM]	0.9	1

Ordered by formula weight (lowest first): some entries from above
SMILES	Casp6 inh	ERAP1 HTS inh	SIRT5 block	ERp5 inh	miR122 inh	CFTR F508del cor	DENV2 CPE
CC(=O)N1C(c2ccccc2O)C[C@]2(C)CC(=O)NC12 (stereo partly drawn)	0	0	-1	-1	0	0.7	5
C[C@@H](CSc1ccc(Br)cc1)CN1CC[C@H](O)CCC1=O	0	nt	nt	12	1	2.0	-7
CCOc1ccccc1/C=C(\NC(=O)c1ccccc1)C(=O)NCCC(=O)O	-2	-3	0	3	nt	-0.4	-11
O=C(COC(=O)C1CCN(S(=O)(=O)c2cccs2)CC1)c1ccccc1	2	0	1	1	-9	1.4	4
O=C(Nc1cccc(S(=O)(=O)N2CCCCCC2)c1)c1ccc(Cl)nc1	-2	-7	0	6	5	-2.3	6
Cc1ccc(S(=O)(=O)N2CCC(=O)N(CCOCc3ccc(F)cc3)CC2)cc1	0	nt	nt	-2	-7	-2.8	-1
C[C@@H]1CN([C@@H](C)CO)C(=O)c2cccc(NC(=O)C3CCCCC3)c2O[C@H]1CN(C)Cc1ccc(Cl)c(Cl)c1	-3	0	1	-3	20[16.7 µM]	-3.4	5
C[C@H](CO)N1C[C@H](C)[C@@H](CN(C)C(=O)CCC(F)(F)F)OCCCC[C@H](C)Oc2ccc(NS(=O)(=O)c3cccs3)cc2C1=O	nt	nt	nt	nt	-6[16.7 µM]	0.9	1
C[C@H]1CCCCO[C@H](CN(C)S(=O)(=O)c2ccc(F)cc2)[C@@H](C)CN([C@@H](C)CO)C(=O)c2cc(NC(=O)Nc3ccc4c(c3)OCO4)ccc2O1	0	1	10	-4	4[16.7 µM]	1.0	1

Already shown: 2 of the compounds above.
SMILES	Casp6 inh	ERAP1 HTS inh	SIRT5 block	ERp5 inh	miR122 inh	CFTR F508del cor	DENV2 CPE
O=C(/C=C/c1ccc(O)cc1)c1ccc(NC2=C(N3CCCCC3)C(=O)c3ccccc3C2=O)cc1	3	0	4	4	-4	-3.4	?
C[C@H](CO)N1C[C@H](C)[C@@H](CN(C)C(=O)CCC(F)(F)F)OCCCC[C@H](C)Oc2ccc(NS(=O)(=O)c3cccs3)cc2C1=O	nt	nt	nt	nt	-6[16.7 µM]	0.9	1
